ALOX12 inhib: inhibitors of human 12-lipoxygenase (ALOX12) | purified 12-hLO, xylenol orange hydroperoxide absorbance | P18054 | AID 1452 | hit rate 0.12% among 150,000 | Potency, µM (series often up to 57.1 µM), inactives show at the highest dose activity change, negative = inhibition, usual class: inhibitors; further: potency means the concentration at half of the fitted maximal effect; nearly all actives have a fitted effect of over 55% in size; many of its hits are not listed in these tables
Target sequence (P18054 whole entry, looked up): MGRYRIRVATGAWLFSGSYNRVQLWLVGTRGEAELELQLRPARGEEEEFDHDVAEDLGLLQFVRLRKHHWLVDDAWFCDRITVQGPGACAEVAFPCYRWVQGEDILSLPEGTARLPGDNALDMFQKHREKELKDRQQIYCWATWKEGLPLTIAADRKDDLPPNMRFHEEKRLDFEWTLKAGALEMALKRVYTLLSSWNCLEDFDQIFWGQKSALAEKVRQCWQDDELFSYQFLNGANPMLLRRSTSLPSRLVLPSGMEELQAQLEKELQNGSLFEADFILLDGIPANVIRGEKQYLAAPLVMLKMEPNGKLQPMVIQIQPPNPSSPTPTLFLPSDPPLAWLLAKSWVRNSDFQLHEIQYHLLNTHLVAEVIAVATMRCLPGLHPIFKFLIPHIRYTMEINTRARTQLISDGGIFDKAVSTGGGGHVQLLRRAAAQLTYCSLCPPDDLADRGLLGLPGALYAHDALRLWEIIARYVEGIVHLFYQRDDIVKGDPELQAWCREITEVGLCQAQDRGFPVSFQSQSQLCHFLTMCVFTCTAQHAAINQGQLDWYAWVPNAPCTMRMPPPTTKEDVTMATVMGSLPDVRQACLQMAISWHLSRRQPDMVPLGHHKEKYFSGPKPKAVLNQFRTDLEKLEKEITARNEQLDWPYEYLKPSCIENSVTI
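Purified human 12hLO (150 nM final) was preincubated with compounds for 15 min at room temperature in 25 mM Hepes pH 7.0, 0.01% Triton X-100, then reacted with 40 uM arachidonic acid for 30 min. Hydroperoxide was detected with ferrous iron/xylenol orange.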
IMPase cell inh: IMPase inhibition in cells; P97697; CHO-M1 cells, IP1 accumulation, HTRF TR-FRET ratio; inhibition (IP1 accumulation), % at 46.1 µM; 120,000 tested, under 10 active; AID 901; active means well fitted curve in the direction sought with a large enough effect in the signal ratio, not every such curve was filed as active; inconclusive means small, poorly fitted or top-dose-only effect, or a change in a side signal; inactive means no such curve, though single readings can be large or run the other way; the % refers to the signal ratio;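 further: cells stimulated with carbachol in lithium chloride buffer; plate controls were DMSO basal wells for no effect and reference inhibitor wells for full effect; higher means more IMPase inhibition seen as more IP1 and lower FRET ratio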
Target sequence (P97697 whole entry, looked up): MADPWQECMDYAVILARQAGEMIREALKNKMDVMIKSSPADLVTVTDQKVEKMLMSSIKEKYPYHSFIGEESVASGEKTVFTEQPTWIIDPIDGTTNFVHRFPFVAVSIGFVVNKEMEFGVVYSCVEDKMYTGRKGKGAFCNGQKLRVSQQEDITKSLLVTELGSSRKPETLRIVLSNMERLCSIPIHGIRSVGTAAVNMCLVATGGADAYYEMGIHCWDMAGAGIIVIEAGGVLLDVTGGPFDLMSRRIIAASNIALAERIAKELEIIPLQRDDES
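CHO-M1 cells (CHO stably expressing M1 receptor), compound up to 46 uM final, stimulated with carbachol (50 uM as added) in buffer with 50mM LiCl, pH 7.4, 30 min at 37C. Cytosolic IP1 read by TR-FRET; AC50 from Hill fits.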
15-hLO-2 inh: blocks human 15-lipoxygenase 2 activity; O15296; purified 15hLO-2, xylenol orange hydroperoxide absorbance; Potency, µM (doses to about 57.1 µM), for inactives: top-dose activity change, negative = inhibition, hits mostly inhibitors; hit rate 0.56% among 110,000; AID 881; further: potency means the concentration at half of the fitted maximal effect; nearly all actives have a fitted effect of over 60% in size; many of its hits are not listed in these tables
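Enzyme 50 nM, AA 45 uM, 25 mM Hepes pH 7.5 + 0.01% Triton X-100; cpd preinc 15 min RT, rxn 90 min RT; stop/detect with 200 uM XO + 300 uM Fe(II) in 50 mM H2SO4, 30 min; A573/A405.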
PNC assembly inh: perinucleolar compartment assembly inhibition. hit rate 3.1% among 140,000. PC3M PTB-GFP, PNC prevalence imaging, 16 h; active compounds read low. activity change (PNC), negative = inhibition, % at 10 µM. AID 2417;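 active means readout at or below -70, meaning at least 70% loss of cells showing the perinucleolar compartment, a nuclear body marking cancer cells; inconclusive means readout between -30 and a set limit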;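 further: plate controls were DMSO wells for no effect and camptothecin positive control wells for full effect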
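Compounds are pinned in duplicate onto adhered PC3M cells stably expressing GFP-tagged PTB and incubated 16 h at 37 C. Cells are then fixed, nuclei stained with Hoechst, and PNC-positive cells counted.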
An asterisk follows results filed as active; ? = inconclusive; · = not tested or not shown; & = joins results of further samples; [ ] = another dose, or the depositor's remark. Unless noted, the call rests on the fitted dose curve; in most records, active means well fitted curve in the direction sought with a large enough effect; inconclusive means small, poorly fitted or top-dose-only effect, or another doubt; inactive means no such curve, though single readings can be large; an effect the other way counts as inactive or inconclusive. Unless noted, on the % scale 0 is the no-effect control and ±100 the full control effect. Not all compounds are listed; count on the stated rates, not on these rows.

compound	ALOX12 inhib	IMPase cell inh	15-hLO-2 inh	PNC assembly inh
Cc1cccc(N=Cc2cc3c(cc2[N+](=O)[O-])OCO3)c1	?	7	-20%	-8
COc1ccc(Oc2ncc3nc(-c4cccs4)c(=O)n(Cc4cccc(OC)c4)c3n2)cc1	-2%	·	-14%	·
CCCCCC1CC(=O)N(Cc2ccc(Cl)cc2)C(=O)N1 (stereo not drawn)	-12%	11	-6%	15
CCCCC(=Nc1ccc(N)cc1)C1=C(O)C(C(=O)OC)C(C)(C)CC1=O (stereo not drawn)	-5%	?	-4%	34
Cc1[nH]n(-c2cccc(Cl)c2)c(=O)c1-c1ccc(Cl)cc1	-20%	5	?	15
Ic1ccc2c(c1)N(c1ccccc1)c1cc(Nc3ccc4nc5ccc(I)cc5[n+](-c5ccccc5)c4c3)ccc1N2	0%[11.4 µM]	·	-15%[11.4 µM]	·
COc1ccccc1NC(=O)N1CCC(c2nc3cc(C)c(C)cc3[nH]2)CC1	22%	-4	·	13
CC(C)(C)c1cc(C(C)(C)C)cc(S(=O)(=O)CCc2ccccn2)c1	-3%	9	7%	?
COc1ccc(N2C(=O)CC(SCCc3nc4ccccc4[nH]3)C2=O)cc1 (stereo not drawn)	-3%	0	-6%	-7
COc1ccc(CCN(C(=O)C(F)(F)F)C(C(=O)NC2CCCC2)c2cccs2)cc1OC (stereo not drawn)	-7%	-9[1.84 µM]	-4%[11.4 µM]	?
CCN1C(=O)/C(=C/c2ccc(C)s2)SC1=Nc1ccc(OC)cc1	13%	0	11%	26
Cc1ccc(C(NC(=O)c2ccccc2)C(Cl)(Cl)Cl)cc1 (stereo not drawn)	-2%	·	·	-28
CS(=O)(=O)N1CCN(c2ccc(NC(=O)Cc3ccccc3)cc2)CC1	1%	6	3%	-1
O=C(N/N=C/c1c[nH]c2ccccc12)c1ccn(Cc2ccc(Cl)cc2)n1	-2%	0	-3%	44
OCCNc1nc2ccccc2n1-c1ncnc2sc3c(c12)CCC3	7%	1	43%[activator]	?
CCN(CC)c1ccc(C2C(C(=O)Nc3ccccn3)=C(C)NC3=C2C(=O)CC(C)(C)C3)cc1 (stereo not drawn)	-1%	-1	-5%	29
Cc1ccc(-n2c(SCC(=O)Nc3nccs3)nc3c(c2=O)SCC3)cc1	3%	7	-11%	27
COc1cc(C(=O)O)ccc1OCc1c(C)noc1C	1%	6	4%	-9
CCOC(=O)c1c(O)c2c([nH]c1=O)CCCC2	1%	-2	-1%	?
Cc1nn(-c2ccccc2)c2c1C(c1ccncc1)C(C#N)=C(N)O2 (stereo not drawn)	7%	11	-8%	57
CCC/C=C(\CCC)C(NS(=O)(=O)c1cccc2cccnc12)c1ccc(C(=O)OC)cc1 (stereo not drawn)	-2%&-2%	·	-5%	25
CCNC(=O)c1c(NC(=O)c2cc(-c3cc(C)ccc3O)n[nH]2)sc2c1CCCC2	-2%	·	·	-30
CCOC(=O)c1sc(=NC(=O)c2ccc(OC)c(OC)c2)n(C)c1C	-1%	-11	-3%	49
Cc1cccc(Nc2ccccc2C(=O)OCC(=O)N2CCOCC2)c1C	2%	9	14%	65
COC(=O)c1ccc2c(c1)nc(C)n2CCO	3%	-9[1.84 µM]	3%[11.4 µM]	-6
OC1(c2cccc(C(F)(F)F)c2)CCN(c2ccc(-c3ccccc3)nn2)CC1	6%	6	·	?
C=CCOc1c(CNc2ccc(C(=O)O)cc2)cccc1OC	-1%	·	·	?
O=c1cc(CO)occ1OCc1cccc(C(F)(F)F)c1	2%	4	3%	49
O=C1CCCC(=O)C1=Cc1c[nH]c2ccccc12	-5%	-5	-17%	21
CC1(C)CN=C(N(Cc2ccccc2)C(=O)Nc2ccccc2)S1	3%	·	·	33

An excerpt from above in order of their number in ALOX12 inhib, ascending:
Compound,ALOX12 inhib
O=C1CCCC(=O)C1=Cc1c[nH]c2ccccc12,-5%
CCNC(=O)c1c(NC(=O)c2cc(-c3cc(C)ccc3O)n[nH]2)sc2c1CCCC2,-2%
C=CCOc1c(CNc2ccc(C(=O)O)cc2)cccc1OC,-1%
CC1(C)CN=C(N(Cc2ccccc2)C(=O)Nc2ccccc2)S1,3%

Next part.
compound	ALOX12 inhib	IMPase cell inh	15-hLO-2 inh	PNC assembly inh
C=C(C)c1cccc(C(C)(C)NC(=O)N2CC(C)OC(C)C2)c1 (stereo not drawn)	3%	3	2%	-27
N#Cc1cccc(-c2cn(S(=O)(=O)c3ccc(Cl)cc3)nc2N)c1	-14%	4	-4%	-26
CCOc1ccc(C(=O)Nc2nc(C)cc(C)n2)cc1[N+](=O)[O-]	2%	·	·	-13
O=C1Cc2ccccc2N1c1c(Cl)cccc1Cl	5%	10	·	?
O=C(Nc1ccc(N2CCN(C(=O)c3ccco3)CC2)c(Cl)c1)c1c(F)c(F)c(F)c(F)c1F	-5%	3	-2%[2.29 µM]	-16
CC(=O)N1CCc2cc(Br)cc(S(=O)(=O)NCC3CCCO3)c21 (stereo not drawn)	-5%	3	1%	-6
COc1ccc(NS(=O)(=O)c2ccc3oc(SC4CCOC4=O)nc3c2)cc1 (stereo not drawn)	-6%	10	-13%	14
O=[N+]([O-])c1nn(-c2ccc3c(c2)OCCO3)n(O)c1=NCc1ccccc1Cl	-4%	-4	-20%	13
CCCOc1ccc(C(=O)Nc2ccc(N3CCN(C(C)=O)CC3)cc2)cc1	1%	-11	·	?
CCN(CC)C(=O)COc1cc(C)c(Cl)c(C)c1	-2%	0	·	3
COc1ccc(-c2nnc3n2N=C(C)CS3)cc1	5%	5	-4%	78
COc1c(C)cc(Br)cc1C(=O)Nc1ccc(N2CCN(S(C)(=O)=O)CC2)cc1	3%	-1	-8%	-4
COC(=O)Cn1c(C)c(C(C)=O)c(C(C)=O)c1C	0%	-10	-1%	27
O=C(NCc1ccco1)c1nc2ccccc2s1	0%	-5	-4%	27
CC1(C(=O)N2CC3(CC(c4ccccc4)=NO3)C[C@H]2C(=O)NCC(N)=O)CC1 (stereo partly drawn)	-3%	-5	0%	79
CNC(=O)N(c1ccccc1)c1ccccc1	-9%&-2%	2	-4%&-2%	-27
O=C(Nc1ccccc1N1CCOCC1)c1cc(-c2ccco2)nc2ccccc12	-10%	1	-24%	-2
O=C(COC(=O)c1cc[n+]([O-])cc1)Nc1ccc(F)c([N+](=O)[O-])c1	0%	·	·	?
CCn1nnc(NC(=O)c2cccc(-c3cc4ccccc4oc3=O)c2)n1	-27%	-9	0%[2.29 µM]	25
CC1(C)CC(=O)C(C=NCCc2ccc(O)cc2)=C(O)C1	-1%	1	0%	19
CC(=S)/C=C1\Sc2ccccc2N1C	-25%	0	?	?
N#CC1=C(SCc2ccccc2)NC(=O)CC1c1cccc(O)c1 (stereo not drawn)	0%	-3	-6%	35
COc1cc(NC(=O)Cn2nnc(-c3ccncc3)n2)cc(OC)c1	-2%	-9	-6%	-2
COc1ccc(NC(=S)NN2CCN(C)CC2)cc1OC	-1%	0	·	10
Cc1nnc(NC(=O)c2cccc(S(=O)(=O)N3CCOCC3)c2)s1	1%	2	-5%	?
Cn1cccc1/C=C1\SC(=O)N(c2ccccc2)C1=O	1%	13	·	-18
CC(C)(C)c1ccc(COC(=O)Nc2ccc(F)cc2)cc1	-3%	·	·	95
CCC(CC)c1nnc(NC(=O)C2CC(=O)N(c3ccc4c(c3)OCCO4)C2)s1 (stereo not drawn)	-4%	-7	·	-26
COC(=O)c1cccc(C(=O)Nc2ccc(C)cc2Br)n1	-9%	-12	-7%	8
NC(=O)c1csc(-c2ccc(CO)o2)n1	0%[11.4 µM]	·	-4%[11.4 µM]	·
O=C(Cc1ccccc1)NC(=S)Nc1ccc2oc(-c3ccccc3)nc2c1	-2%	-12	·	?
COc1ccc(O)c(C(=O)c2cnc3nc4ccccc4n3c2)c1	-13%	-6	·	?
CN(C)c1nc2ccc(OCCN3CCCCC3)cc2s1	2%	4	5%	-26
Cc1ccc2c([N+](=O)[O-])c(C)ccc2n1	4%	-6	2%	79
CN1C(=O)C(/C(N)=N/NC(=O)c2ccccc2)C2CC1(C)Oc1ccccc12 (stereo not drawn)	0%	·	·	1
CN1CCN(CCCNC(=O)Nc2cccc3ccccc23)CC1	-1%	-4	13%	-22
CCOC(=O)C1C(=O)NC(c2ccccc2)=NC1c1ccccc1 (stereo not drawn)	9%	-7	·	-23
O=C(Nc1cccc(F)c1)/C(=C\c1ccco1)NC(=O)c1cccs1	3%	5	-2%	14
O=C(N/N=C/c1c(Nc2cccc(C(F)(F)F)c2)nc2ccccn2c1=O)c1ccccc1	-2%	0	-6%	15
CCOC(=O)c1[nH]c(C)c(C(=O)N2CCc3ccccc32)c1C	5%	8	-7%	?
C(=N\c1nc2ccccc2n1CCN1CCCCC1)/c1cccs1	-2%	-4	43%[activator]	?
O=c1cc(C(F)F)oc2c1ccc1ccccc12	-16%	-3	-1%	22
CN(C)c1ccc(C=Nc2cnn(C)c2C(N)=O)cc1	2%	2	-4%	7
CCN(CC)S(=O)(=O)c1ccc(Oc2ccccc2)cc1	-11%	2	0%	-8
COc1ccc(OC)c(C2C(C(=O)c3ccccc3)=C(C)Nc3nc4ccccc4n32)c1 (stereo not drawn)	3%	·	·	40
Cc1ccc(C)c(N2CCN(C(=O)c3cc4ccccn4n3)CC2)c1	4%	10	·	80
CC(C)C(=O)Nc1ccc(C(=O)N2CCCCCC2)cc1	7%	3	-2%	-2
CCOC(=O)c1ccc(Nc2nc(C(=O)OCC)nc3ccccc23)cc1	1%	-1	-3%	75
COc1cc(C(=O)Nc2ccccc2-c2nnn(CC(N)=O)n2)cc(OC)c1OC	2%	-24	-6%	?
CCc1[nH]nc2c1C(c1cccnc1)C(C#N)=C(N)O2 (stereo not drawn)	-5%	-3	11%	1

Following part:
compound	ALOX12 inhib	IMPase cell inh	15-hLO-2 inh	PNC assembly inh
Cc1occc1-c1nnc(SCC(=O)N2CCOCC2)n1Cc1ccco1	-3%	-13	1%	4
COc1ccccc1OCc1nc(Cc2ccc(Cl)cc2)no1	-12%	8	2%	?
Cc1ccc(S(=O)(=O)Cc2ccc(C(=O)N3CCN(Cc4ccccc4)CC3)o2)cc1	-2%	1	-1%	?
CC(=O)c1c(N)n(C)c(=O)n(C)c1=O	8%	-6	4%	13
CCOc1ccc(NC(=O)CSc2n[nH]c(=O)n2-c2ccccc2)cc1	0%	2	4%	41
COc1ccc(NS(=O)(=O)c2cccc(C(=O)O)c2)cc1	-4%	?	-8%	?
Cc1ccc(C(=O)N/C(=C\c2cccc([N+](=O)[O-])c2)C(=O)OCN2C(=O)c3ccccc3C2=O)cc1	1%	·	·	6
COc1ccc(NC(C)=O)cc1NC(=O)CN1CCN(CC(=O)Nc2ccc(Cl)cc2)CC1	8%	-3	0%	19
Cc1ccc(OCC(=O)Nc2ccccc2-c2ccccc2NC(=O)COc2ccc(C)cc2)cc1	-1%	3	·	?
C/C(=N\NC(=O)c1c(-c2ccccc2Cl)noc1C)c1cccc(NC(=O)C(C)C)c1	1%	·	·	53
C=CCNC(=O)/C(C#N)=C\c1cc(Cl)c(OCC)c(OC)c1	-3%	-10	·	-12
COc1ccc(-c2cc(C(=O)O)c3sc(N4CCCCC4)nc3n2)cc1OC	-8%	·	·	?
